Assay outcomes: PubChem BioAssay, several laboratories
GPR55 antagonists: GPR55 antagonists blocking LPI-driven arrestin recruitment, primary screen, imaging, U2OS, beta-arrestin-GFP, LPI agonist (AID 2013) | G-protein coupled receptor 55 (Homo sapiens) | U2OS GPR55 beta-arrestin-GFP translocation imaging, LPI antagonism; higher % means a stronger effect | inhibition, % at 10 µM, or IC50 in µM where a hit was titrated | hit rate 0.13% among 290,000;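 active = spots per cell inhibited over 60%, with over 100 cells counted and total cytoplasm intensity under 500,000; inconclusive = wells with under 100 cells, flagged as likely toxic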;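 note: U2OS cells stably carrying GPR55 and arrestin-GFP stimulated by 5 µM LPI near EC80; imaged beta-arrestin-GFP aggregate spots per cell after agonist stimulation; plate controls were LPI-stimulated DMSO wells for no effect and DMSO wells without LPI for full effect; some results filed as inactive read as strong as hits; confirmed hits need IC50 under 10 µM and bright autofluorescent wells are also inconclusive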
GPR55 beta-arrestin: GPR55 agonists via beta-arrestin recruitment, primary screen, imaging, U2OS cells, beta-arrestin-GFP redistribution (AID 1961) | G-protein coupled receptor 55 (Homo sapiens) | U2OS GPR55 beta-arrestin-GFP redistribution imaging; higher % means a stronger effect | activation, % at 10 µM; hits with a dose series show EC50 in µM | hit rate 0.048% among 290,000;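 active = activation above 40% with more than 50 cells counted in the well; inconclusive = wells holding fewer than 50 cells, flagged as toxic or sparse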;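 note: U2OS osteosarcoma cells stably expressing GPR55 and beta-arrestin-GFP; plate controls were DMSO negative control for no effect and LPI positive control for full effect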
Rac1 GTP hydrolysis: MgcRacGAP GTPase-activating activity inhibitors, confirmation, biochemical, ADP Hunter fluorescence; Rac GTPase-activating protein 1 (Homo sapiens); MgcRacGAP-stimulated Rac1 GTP hydrolysis, ADP Hunter fluorescence; higher % means a stronger effect; GST-tagged Rac1 F28L mutant substrate; one-dose inhibition, % at 30 µM; IC50 in µM for titrated hits; hit rate 0.6% among 340,000; AID 624330, 2012;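 active = first-screen hits whose inhibition reached a set limit at any dose in the follow-up dose series; inconclusive = inhibition above the set first-screen limit but never retested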;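 note: fluorescence reports GDP produced by GAP-driven GTP hydrolysis; strong numbers were not always called active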
HIV peptide binding: inhibitors of HIV fusion peptide binding, primary screen, biochemical, uHTS, fluorescence dequenching (AID 1986); inhibition, % at 20 µM; hits with a dose series show IC50 in µM; hit rate 0.3% among 290,000; cell-free peptide binding, fluorescence dequenching, 30 min; higher % means a stronger effect; in the data active = inhibition mostly above about 52%, no sharp cut-off; inactive = mostly below about 76%; note: some results filed as inactive read as strong as hits
NOD1 inhibition: NOD1 signaling inhibitors, primary screen, cell-based, luminescence, uHTS (AID 1578); NOD1-driven NF-kB luciferase reporter cells, luminescence; higher % means a stronger effect; inhibition, % at 4 µM; hits with a dose series show EC50 in µM; hit rate 1% among 290,000; in the data active = inhibition mostly above about 36%, no sharp cut-off; inactive = mostly below about 34%;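 note: HEK-293T reporter cells stimulated with the NOD1 agonist gamma-tri-DAP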
KOR beta-arrestin-1: KOR antagonists, beta-arrestin recruitment, cell-based, luminescence, uHTS (AID 1778). Kappa-type opioid receptor (Homo sapiens). hit rate 0.091% among 290,000. KOR beta-arrestin recruitment, luminescence, antagonist mode; higher % means a stronger effect. inhibition, % at 10 µM, or IC50 in µM where a hit was titrated; note: strong numbers were not always called active
HEK293 NOD2/NF-kB: NOD2 signaling inhibitors, cell-based, luminescence, uHTS, HEK293 (AID 1566). HEK293 NOD2/NF-kB luciferase reporter, luminescence; higher % means a stronger effect. hit rate 0.63% among 290,000. inhibition, % at 4 µM; hits with a dose series show EC50 in µM; note: many of its hits are not listed in these tables
KOR beta-arrestin-2: KOR agonists, beta-arrestin recruitment, primary screen, cell-based, luminescence, uHTS (AID 1777); Kappa-type opioid receptor (Homo sapiens); KOR beta-arrestin recruitment, luminescence; higher % means a stronger effect; activation, % at 10 µM, or EC50 in µM where a hit was titrated; hit rate 0.02% among 280,000; in the data active = activation above about 50%, passing the limit was not always enough; note: a part of the inactive calls stands beside numbers as strong as those of hits
Large T inhibition: SV40 large T antigen inhibitors, biochemical (AID 1903); SV40 large T antigen ATPase/helicase inhibition assay; higher % means a stronger effect; inhibition, % at 20 µM; hits with a dose series show IC50 in µM; hit rate 0.39% among 310,000; in the data active = a potency from the dose series; inconclusive = inhibition mostly from about 32% at the one dose, without a potency; inactive = the rest, 99 in 100 with inhibition below about 32%; note: strong numbers were not always called active
Starred values were filed as active, the others as inactive; u = inconclusive; x = not tested or not shown; [ ] = remark or other dose. Cut-off read from the data, not from the text of the source, unless noted: active = inhibition above about 50%; inactive = the rest. This is a subset; rates above refer to the full screens.

SMILES	GPR55 antagonists	GPR55 beta-arrestin	Rac1 GTP hydrolysis	HIV peptide binding	NOD1 inhibition	KOR beta-arrestin-1	HEK293 NOD2/NF-kB	KOR beta-arrestin-2	Large T inhibition
O=C(NC1CCCC1)C(c1cccnc1)N(Cc1ccccc1)C(=O)c1csnn1 (stereo not drawn)	13%	-0.1%	3%	2.8%	-7%	-43%	2%	0.2%	11%
O=C(Cn1ncc2c3ccccc3n(Cc3ccccc3F)c2c1=O)NC1CC1	7%	-0.3%	13%	0.7%	-7%	-15%	22%	0.8%	13%
O=C(Nc1cccc(Cl)c1)Nc1ccc(Br)cc1F	6%	-0.4%	4%	-3.1%	31%	-34%	-20%	-2.8%	3%
Cc1nn(C(=O)c2cc3sccc3[nH]2)c(C)c1C	3%	0.2%	7%	-0.5%	-40%	26%	-35%	-2.2%	0%
COc1ccccc1CC(=O)Nc1cc(Cl)ccc1O	8%	0.4%	2%	4.9%	22%	-6%	13%	-0.8%	1%
O=[N+]([O-])c1ccc(SCCO)nc1SCCO	-11%	-0.4%	9%	0.0%	6%	-44%	-11%	-0.1%	-4%
CCOc1ccc(N2C(=O)CC(NCCc3ccc(S(N)(=O)=O)cc3)C2=O)cc1 (stereo not drawn)	-6%	0.0%	10%	-2.4%	3%	20%	3%	2.2%	4%
Cc1cc(C)cc(NC(=O)N2CCCN(c3c(Cl)cncc3Cl)CC2)c1	14%	0.5%	3%	-1.3%	-5%	-2%	24%	-3.1%	1%
O=C1c2ccccc2C(=O)N1OCc1ccccc1[N+](=O)[O-]	8%	-0.1%	0%	-1.1%	-5%	-15%[20 µM]	4%	-3.1%	8%
COc1ccc2cc(C(=O)C3CCCN(Cc4cccc(C)n4)C3)ccc2c1 (stereo not drawn)	17%	0.2%	10%	1.6%	-5%	-20%	13%	4.7%	8%
O=C(/C=C/c1ccc(Cl)cc1)N1CCN(c2c(Cl)cccc2[N+](=O)[O-])CC1	12%	-0.3%	6%	-2.0%	-2%	-9%	17%	8.9%	21%
COc1ccc(/C=C/C(=O)NNc2cc(=O)n(C)c(=O)n2C)cc1OC	7%	-0.1%	9%	-1.3%	-4%	27%	6%	-3.4%	5%
CC(C)P(=O)(Cc1cccc(C#N)c1)C(C)C	3%	-0.1%	2%	3.5%	-38%	-22%	-14%	3.4%	10%
O=C(NCc1ccco1)c1ccc(CS(=O)(=O)c2cccc(C(F)(F)F)c2)o1	27%	0.0%	5%	0.5%	-6%	-2%	0%	1.0%	27%
N=c1c(C(=O)NCc2ccc3c(c2)OCO3)cc2c(=O)n3ccccc3nc2n1Cc1cccnc1	0%	0.2%	14%	-1.0%	-21%	32%	9%	-1.7%	9%
CC1CCCN(C(=O)C2CCN(S(=O)(=O)c3cccc4nonc34)CC2)C1 (stereo not drawn)	6%	-0.2%	4%	0.2%	19%	-9%	9%	-4.1%	12%
COc1ccc(S(=O)(=O)N2CCC(C(=O)NCCCN3CCOCC3)CC2)cc1	14%	-0.2%	8%	1.4%	-21%	-10%	13%	0.5%	11%
Cn1c(=O)oc2cc(S(=O)(=O)NCCC(=O)NC3CCCC3)ccc21	-10%	0.2%	0%	4.6%	-12%	10%	0%	0.4%	-1%
Cc1cc(C)c(S(=O)(=O)N2CCN(C(=O)CCn3nc(C)c(C)c3C)CC2)c(C)c1	5%	0.3%	3%	0.3%	-5%	-31%	-3%	4.2%	3%
COc1ccc(-c2[nH]c(-c3cccc(OC)c3)nc2SCC(=O)NC2CCCC2)cc1	18%	-0.3%	5%	-3.2%	12%	-14%	-1%	1.0%	11%
CN(Cc1ccco1)S(=O)(=O)c1nnc(NC(=O)c2cccc(Cl)c2)s1	11%	0.1%	10%	34%	28%	-21%	12%	5.4%	48%
CC1(C)CC(=O)c2sc(NC(=O)c3cccs3)nc2C1	-2%	0.3%	7%	3.6%	-42%	8%	-93%	-7.0%	-2%
Cc1csc(NC(=O)c2ccoc2C)n1	-16%	-0.1%	8%	0.4%	-37%	10%	-38%	2.3%	13%
N#CCCN(CCC#N)S(=O)(=O)c1ccc(C(=O)Nc2nnc(C3=COCCO3)o2)cc1	3%	0.2%	11%	-2.2%	-43%	3%	-1%	-6.5%	5%
Cc1ccccc1C(=O)NC(NCC1CCCO1)C(Cl)(Cl)Cl (stereo not drawn)	-16%	0.1%	11%	-3.5%	24%	-13%	2%	3.0%	4%
CS(=O)(=O)N(CC(=O)NCCSCc1cccc(Cl)c1)c1ccc(F)cc1	-1%	-0.3%	3%	1.5%	-42%	-46%[20 µM]	0%	2.0%	6%
CCOc1ccc(NC(=O)CN2CCN(c3ccc(F)cc3)CC2)cc1	-3%	-0.1%	-1%	0.5%	5%	2%	-7%	-0.3%	-6%
Cc1cc(C)n(CCNC(=O)c2cc(COc3ccc4ncccc4c3)on2)n1	-10%	0.0%	5%	-2.0%	-5%	9%	20%	0.2%	19%
Nc1nc2ccc(-c3nc4ccccc4o3)cc2s1	9%	0.8%	5%	-0.3%	-32%	-8%	-105%	-2.9%	13%
C=CCNC(=S)Nc1ccc2nc(C)oc2c1	2%	-0.1%	-1%	-0.8%	-18%	-60%[20 µM]	-2%	2.4%	8%
CCCC(=O)Nc1nc2nc(-c3ccccc3)cc(-c3ccccc3)n2n1	x	0.3%	1%	2.4%	-17%	-27%	8%	2.3%	13%
COC(=O)c1oc2ccccc2c1-n1cccc1	-21%	-0.1%	-5%	-0.6%	-6%	-11%	5%	-0.7%	-5%
CCOC(=O)Cn1c(S(=O)(=O)Cc2cccc(F)c2)nc(-c2ccccc2)c1-c1ccccc1	1%	0.3%	6%	0.1%	-20%	24%	3%	-2.1%	3%
CC(C)c1ccc(S(=O)(=O)N2CCC(C(=O)NCC3(N(C)C)CCCCC3)CC2)cc1	8%	-0.1%	8%	0.9%	-16%	9%	-4%	3.9%	7%
CCCCCCCCCn1cc(C(C)=O)c(=O)[nH]c1=O	8%	-0.1%	8%	0.3%	-3%	-11%	-13%	9.4%	24%
CCOC(=O)c1cnn(-c2cc(C)nc3c(-c4ccccc4)cnn23)c1N	22%	-0.3%	-2%	-3.3%	-6%	-10%	-16%	0.6%	12%
CCCN1CCN(CCCNC(=O)Cn2ncc3c4ccccc4n(C)c3c2=O)CC1	11%	-0.1%	8%	1.6%	-50%	-2%	-1%	1.2%	4%
Cc1cc(C)n(CC(=O)NNC(=O)c2cccc(C(F)(F)F)c2)n1	8%	0.3%	7%	1.3%	-16%	26%	1%	-4.3%	3%
C=CCOC(=O)N1CCN(c2cccc(C(F)(F)F)c2)CC1	7%	-0.3%	10%	-3.1%	-19%	-3%	-3%	-5.0%	-5%
CCCCNc1c(N)n(CC(C)C)c(=O)[nH]c1=O	22%	0.7%	-3%	4.6%	-31%	-28%	5%	4.9%	8%
CCCCN(C/C=C/c1ccccc1OC)Cc1ccccc1	24%	0.2%	18%	-1.6%	25%	1%	12%	3.0%	11%
Cc1ccc(S(=O)(=O)N(C)C)cc1NC(=S)NC(C)CCC(C)C (stereo not drawn)	1%	-0.3%	2%	0.9%	-26%	-9%	8%	5.1%	4%
CCOC(=O)Cc1csc(NC(=O)CN(C)S(=O)(=O)c2cccc3cccnc23)n1	15%	-0.1%	4%	13%	-13%	17%	17%	-6.9%	3%
CCOC(=O)c1nnn(-c2nonc2N)c1CN1CCCC1	-9%	0.1%	9%	-0.2%	-22%	-15%[20 µM]	8%	0.4%	5%
CCCCC(Sc1nc(N)c(NC(=O)c2ccc(OCC)cc2)c(=O)[nH]1)C(=O)O (stereo not drawn)	1%	0.0%	11%	1.9%	-16%	-2%	7%	0.0%	6%
c1csc(-c2cn3ccc4ccccc4c3n2)c1	5%	0.0%	-1%	-1.4%	-28%	-30%[20 µM]	-142%	x	-3%
COc1ccc(Nc2n[nH]c(N)c2C(N)=O)cc1	13%	-0.1%	14%	2.6%	-10%	-8%	19%	-2.3%	u
O=C(NCCCN1CCN(c2ccccc2F)CC1)C1CCN(S(=O)(=O)N2CCOCC2)CC1	-13%	0.0%	6%	5.4%	12%	11%	19%	-2.5%	0%
COc1ccc(C(=O)NC(=O)CSc2nnc(-c3ccco3)n2-c2ccccc2)cc1	-1%	0.0%	10%	1.3%	-8%	-16%	-11%	3.0%	-2%
NC(=O)c1c(NC(=O)COC(=O)CSc2nnc(-c3ccc(Cl)cc3)o2)sc2c1CCC2	-4%	-0.1%	6%	13%	4%	-18%	6%	-3.2%	10%
CCOC(=O)c1sc(=S)n(-c2ccc(Cl)cc2)c1C	7%	-0.3%	12%	-1.6%	-16%	-15%	4%	-3.5%	22%
COc1ccc(-c2nc(CS(=O)CC(=O)N3CCN(C)CC3)c(C)o2)cc1OC (stereo not drawn)	9%	0.2%	2%	-2.0%	17%	-19%	-1%	-1.1%	9%
O=C(COC(=O)c1cc([N+](=O)[O-])ccc1N1CCOCC1)c1ccccc1Cl	11%	-0.1%	9%	-1.0%	-20%	9%	5%	-1.3%	18%
O=C(N1CCOCCOc2ccccc2OCCOCC1)C(F)(F)F	-10%	-0.1%	6%	-1.5%	-7%	7%[20 µM]	13%	-3.8%	5%
Cc1ccc(/C=C(\C#N)C(=O)NC(C)C)o1	18%	-0.3%	2%	1.4%	-22%	3%	-3%	-2.5%	6%
O=C(CCc1c[nH]c2ccccc12)NC(Cc1c[nH]c2ccccc12)C(=O)O (stereo not drawn)	-2%	0.0%	7%	5.1%	7%	-28%	-20%	6.0%	11%

Later entries
SMILES	GPR55 antagonists	GPR55 beta-arrestin	Rac1 GTP hydrolysis	HIV peptide binding	NOD1 inhibition	KOR beta-arrestin-1	HEK293 NOD2/NF-kB	KOR beta-arrestin-2	Large T inhibition
Cc1ccc2c(c1)c1c(n2CC(O)Cn2nc(C)c(Br)c2C)CCCC1 (stereo not drawn)	14%	0.2%	5%	-2.3%	11%	-21%	-2%	-1.3%	-1%
COc1ccccc1NC(NC(=O)c1cccnc1)C(Cl)(Cl)Cl (stereo not drawn)	2%	0.6%	0%	1.0%	-1%	8%	10%	-3.9%	-3%
CCN(CC)C(=O)C1CCCN(Cc2ccccc2)C1 (stereo not drawn)	4%	0.3%	13%	3.7%	-22%	-26%	-7%	-1.6%	15%
CCOn1c(SC(C)C)nc2ccccc2c1=O	-6%	0.0%	6%	0.8%	-4%	9%	9%	3.2%	17%
